Screening results as filed in PubChem.
ABCG2 inh: ABCG2 efflux pump inhibitors, primary screen, multiplex with ABCB1, IgMXP3 cells, flow cytometry. JC-1 efflux. 190,000 compounds, 0.1% hits. Broad substrate specificity ATP-binding cassette transporter ABCG2 (Homo sapiens), Q9UNQ0. inhibition, % at 6.6 µM. AID 1325, 2008;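 active = inhibition above 80%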;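 note: 0% = DMSO and 100% = nicardipine control wells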
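test system = two drug-resistant human cell lines, ABCG2 and ABCB1 | amount = 3 million cells/mL final, two lines in 1:1 ratio | reagent = JC-1 transporter substrate | doses = one concentration, 6.6 µM final | incubation = 10 min at 25 °C | signal = flow cytometric JC-1 green MFI at 530 nm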
GSH bead fluor: compound fluorescence on glutathione beads, profiling panel, artefact control, biophysical, 488/530 nm, flow cytometry | GSH beads flow cytometry, compound fluorescence 488/530 nm; stronger effect = higher value | fluorescence (KMESF) at 10 µM | 190,000 compounds, 0.25% hits; in the data active = fluorescence above about 89;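 note: glutathione beads carrying GST-tagged Bcl family fusion proteins plus one bare bead set; values are compound well signal with DMSO vehicle wells as background; inactives centre near 16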
Bcl-2 Bim block: inhibitors of Bim-Bcl-2 binding, primary screen, biochemical, multiplexed, human Bcl-2 family; Apoptosis regulator Bcl-2 (Homo sapiens), P10415; Bead-based flow cytometry, Bim peptide-Bcl-2 binding; inhibition, % at 10 µM; 190,000 compounds, 0.06% hits; AID 950, 2007; in the data active = inhibition above about 40%; inconclusive = no clear call, values can overlap the other calls;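 note: 0% = no compound wells with probe peptide and 100% = reference peptide inhibitor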
Target sequence (P10415 whole entry, looked up): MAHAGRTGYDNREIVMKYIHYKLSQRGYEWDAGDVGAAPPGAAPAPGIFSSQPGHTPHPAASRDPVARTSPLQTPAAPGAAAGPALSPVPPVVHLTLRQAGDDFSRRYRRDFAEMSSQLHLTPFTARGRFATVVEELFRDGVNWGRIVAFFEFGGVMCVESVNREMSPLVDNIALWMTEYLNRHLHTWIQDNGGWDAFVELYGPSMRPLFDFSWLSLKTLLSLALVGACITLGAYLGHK
ABCB1 block: ABCB1 efflux pump inhibitors, primary screen, cell-based, multiplex, flow cytometry, ABCG2 counter-screen. ATP-dependent translocase ABCB1 (Homo sapiens), P08183. CCRF-Adr cells, JC-1 efflux. inhibition, % at 6.6 µM. 190,000 compounds, 0.067% hits. AID 1326, 2008; in the data active = inhibition above about 40%;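 note: 0% = vehicle and 100% = reference inhibitor; higher value means more JC-1 retained so stronger ABCB1 efflux block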
RGS7-Gao: RGS7-Galphao binding modulators, primary screen, biochemical, multiplexed bead flow cytometry | binding response (% of control), % at 10 µM | AID 1439, 2008 | actives lie on both sides | 220,000 compounds, 0.35% hits; in the data active = binding response below about 49% or above about 150%; inconclusive = no clear call, values can overlap the other calls; inactive = in between;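 note: fluorescent Galphao held in activated GDP-AlF4 state binding bead-coupled RGS7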
Target sequence (P09471 whole entry, looked up): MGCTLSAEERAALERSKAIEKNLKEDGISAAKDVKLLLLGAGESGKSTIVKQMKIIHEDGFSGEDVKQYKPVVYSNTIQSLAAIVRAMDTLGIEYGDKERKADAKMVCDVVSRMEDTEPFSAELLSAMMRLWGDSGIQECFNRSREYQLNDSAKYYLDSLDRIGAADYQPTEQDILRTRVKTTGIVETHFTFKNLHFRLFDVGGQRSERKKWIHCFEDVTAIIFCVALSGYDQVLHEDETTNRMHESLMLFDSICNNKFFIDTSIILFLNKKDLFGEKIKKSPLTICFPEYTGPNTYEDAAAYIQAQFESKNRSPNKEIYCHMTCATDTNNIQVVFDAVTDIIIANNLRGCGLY
RGS4-Gao reg: modulators of RGS4 binding to Galphao, primary screen, biochemical, multiplexed bead flow cytometry; Guanine nucleotide-binding protein G(o) subunit alpha (Homo sapiens), P09471; actives lie on both sides; binding response (% of control), % at 10 µM; 220,000 compounds, 0.33% hits; AID 1415, 2008; in the data active = binding response below about 49% or above about 150%; inactive = in between;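 note: fluorescent Galphao activated with aluminum fluoride binding bead-coupled RGS4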
Bcl-B Bim block: inhibitors of Bim-Bcl-B binding, primary screen, biochemical, multiplexed, human Bcl-2 family | Bcl-2-like protein 10 (Homo sapiens), Q9HD36 | bead-based flow cytometry, Bim peptide-Bcl-B binding | inhibition, % at 10 µM | 190,000 compounds, 0.073% hits | AID 951, 2007;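 note: 0% = tracer peptide without compound and 100% = reference inhibitor peptide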
Target sequence (Q9HD36 whole entry, looked up): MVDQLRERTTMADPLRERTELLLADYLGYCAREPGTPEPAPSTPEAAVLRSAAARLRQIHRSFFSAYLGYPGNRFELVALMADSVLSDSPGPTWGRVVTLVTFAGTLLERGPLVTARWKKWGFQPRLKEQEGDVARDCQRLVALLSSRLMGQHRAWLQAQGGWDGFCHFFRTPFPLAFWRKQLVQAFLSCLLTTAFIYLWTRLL
Bfl-1 Bim block: inhibitors of Bim binding to Bfl-1, primary screen, biochemical, multiplexed, bead-based flow cytometry | Bcl-2-related protein A1 (Homo sapiens), Q16548 | Bim-Bfl-1 binding inhibition | inhibition, % at 10 µM | 190,000 compounds, 0.12% hits | AID 1008, 2008;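 note: 0% = wells without compound plus tracer and 100% = blocker peptide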
Bim-Bcl-XL: inhibitors of Bim-Bcl-XL binding, primary screen, biochemical, multiplexed, bead flow cytometry, human Bcl-XL | Bim peptide-Bcl-XL binding, fluorescence | inhibition, % at 10 µM | 190,000 compounds, 0.04% hits | AID 1007, 2008
Bim-Bcl-W: inhibitors of Bim binding to Bcl-W, primary screen, biochemical, multiplexed, bead-based flow cytometry. Bcl-2-like protein 2 (Homo sapiens), Q92843. Bim peptide-Bcl-W binding. inhibition, % at 10 µM. 190,000 compounds, 0.02% hits. AID 952, 2007;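 note: 0% = bound tracer without compound and 100% = peptide blocker; higher means less fluorescent Bim peptide bound to Bcl-W beads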
Target sequence (Q92843 whole entry, looked up): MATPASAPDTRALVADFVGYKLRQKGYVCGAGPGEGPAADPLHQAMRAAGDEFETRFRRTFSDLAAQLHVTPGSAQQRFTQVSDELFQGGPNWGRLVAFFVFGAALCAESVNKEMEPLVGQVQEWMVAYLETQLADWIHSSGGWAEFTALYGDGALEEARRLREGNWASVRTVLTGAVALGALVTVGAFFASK
Avidin fluor: green autofluorescence of compounds with avidin beads – biophysical, 488/530 nm, flow cytometry, artefact control, profiling panel; compound fluorescence 488/530 nm; stronger effect = higher value; fluorescence (KMESF) at 10 µM; 220,000 compounds, 0.38% hits; in the data active = fluorescence above about 47; note: inactives centre near 10
Numbers without * were called inactive; u = inconclusive. Cut-off read from the data, not from the text of the source, unless noted: active = inhibition above about 40%.

| SMILES | ABCG2 inh | GSH bead fluor | Bcl-2 Bim block | ABCB1 block | RGS7-Gao | RGS4-Gao reg | Bcl-B Bim block | Bfl-1 Bim block | Bim-Bcl-XL | Bim-Bcl-W | Avidin fluor |
| --- | --- | --- | --- | --- | --- | --- | --- | --- | --- | --- | --- |
| CCOC(=O)c1ccc(NC(=O)CSc2ccc(-c3cccnc3)nn2)cc1 | 4 | 11 | 0 | 0.1 | 109 | 104 | 0 | -4 | 0 | 0 | 20 |
| CCCS(=O)(=O)N1CCN(C(=O)c2cccc(OC)c2)CC1 | 1 | 17 | -1 | 0.6 | 100 | 105 | -1 | -2 | -4 | -3 | 32 |
| S=C(NC1CCCCC1)N1CCn2cccc2C1c1ccncc1 (stereo unspecified) | 0 | 16 | -4 | -0.1 | 102 | 103 | -7 | -4 | -3 | -3 | 11 |
| CCCCNC(=O)NCC(=O)Nc1ccc(F)c(F)c1 | 5 | 45 | -9 | 0.0 | 98 | 99 | -6 | -9 | 2 | 2 | 12 |
| O=C(Nc1ccc(Cl)cn1)c1cc2ccccc2o1 | 18 | 25 | -11 | 1.2 | 102 | 103 | -6 | -14 | -2 | 0 | 14 |
| CC(=S)/C=C1\Sc2ccccc2N1C | -7 | 29 | 5 | -1.3 | 104 | 98 | 6 | 12 | 0 | -2 | 9 |
| CCOC(=O)CNC(c1ccccc1)c1cc(Br)ccc1NC(C)=O (stereo unspecified) | 1 | 33 | 0 | 1.1 | 84 | 88 | -6 | -4 | 0 | 0 | 15 |
| Cc1cc(C(=O)Nc2ccc(S(=O)(=O)Nc3nccs3)cc2)c(C)o1 | 3 | 33 | -3 | 0.4 | 95 | 97 | -3 | -8 | 2 | 3 | 10 |
| CC(=O)NCCn1c(C)cc2ccccc21 | 1 | 13 | -10 | 0.3 | 99 | 101 | -7 | -11 | -5 | -4 | 7 |
| Nc1ccc(Nc2nc(-c3ccncc3)cs2)cc1 | -2 | 10 | 4 | -0.4 | 85 | 86 | 27 | -4 | -1 | 11 | 6 |
| CC(=O)NC(Cc1c[nH]c2ccccc12)C(=O)OCC(=O)Nc1cc(C)on1 (stereo unspecified) | 3 | 15 | 0 | 0.0 | 112 | 72 | 0 | 0 | -2 | 0 | 227* |
| COc1cc(-c2cn[nH]c2N)cc(OC)c1OC | -2 | 34 | -7 | -0.3 | 97 | 98 | -7 | -14 | -8 | 0 | 12 |
| COc1cccc(N2CCN(C(=O)Nc3ccccc3Cl)CC2)c1 | 1 | 17 | -3 | 0.1 | u | 99 | -7 | -7 | -7 | -5 | 9 |
| CNc1oc(C)nc1S(=O)(=O)c1ccccc1 | 0 | 12 | -4 | -0.1 | 103 | 97 | -1 | -18 | -4 | 2 | 18 |
| CCn1c(CSCc2c(Cl)cccc2Cl)n[nH]c1=S | -2 | 11 | 0 | -1.4 | u | 56 | -21 | 8 | -3 | 1 | 5 |
| COc1ccc(-n2nc3c(c2NC(=O)Cc2cccc(C)c2)CS(=O)C3)cc1 (stereo unspecified) | 2 | 14 | -8 | 0.6 | 102 | 100 | -6 | -7 | -9 | -5 | 27 |
| Cc1ccc(C)c(NC(=O)CSc2nc3[nH]ncc3c(=O)[nH]2)c1 | 0 | 6 | 0 | -0.2 | 99 | 99 | -8 | 0 | -7 | -1 | 3 |
| CCOP(=O)(CC(C(C)=O)C(O)c1ccccc1)OCC (stereo unspecified) | 2 | 15 | -3 | 0.3 | 100 | 99 | -4 | 2 | 0 | 0 | 6 |
| CCc1ccc2[nH]c(=O)c(C(c3nnnn3CCOC)N3CCN(c4ccccc4)CC3)cc2c1 (stereo unspecified) | 1 | 14 | -1 | 0.2 | 95 | 100 | -4 | 2 | 0 | 1 | 27 |
| Brc1ccc2ncnc(Nc3ccc(N4CCOCC4)cc3)c2c1 | 3 | 8 | 5 | 0.8 | 98 | 87 | 48* | 5 | 3 | 7 | 17 |
| CC(C)C(=O)N(Nc1nc2ccccc2s1)C(=O)C(C)C | 2 | 16 | -8 | 0.3 | 103 | 102 | -8 | -6 | -6 | -3 | 16 |
| COc1ccc(C(C)NC(=S)NC2CCCC2)cc1OC (stereo unspecified) | -3 | 16 | -6 | -0.2 | 98 | 93 | -7 | -7 | -7 | -5 | 5 |
| Cc1ccc(N2CC(C(=O)OCC(=O)C(C)(C)C)CC2=O)cc1 (stereo unspecified) | 0 | 6 | -3 | 0.1 | 100 | 95 | -4 | -10 | -4 | 3 | 9 |
| Cc1ccc(C(=O)n2nc(-c3cccnc3)nc2N)cc1 | 25 | 34 | -11 | 0.4 | 97 | 101 | -10 | -13 | -9 | -1 | 12 |
| Cc1ccc(S(=O)(=O)N(C)C)cc1NC(=O)C1CCCC1 | -4 | 11 | -7 | -0.4 | 109 | 106 | -5 | -3 | -5 | -3 | 7 |
| CCCCCOc1ccc(Br)cc1CSC(=N)N | 0 | 10 | 13 | 0.4 | 137 | 117 | -14 | 16 | 17 | 6 | 13 |
| Cc1cc(Cl)cc(Br)c1OCCNCC(C)O (stereo unspecified) | 2 | 29 | -2 | 0.6 | 91 | 86 | -5 | -2 | -2 | -3 | 15 |
| COc1cc2c(cc1OC)C(c1cccc(OC)c1OC)CC(=O)N2 (stereo unspecified) | 1 | 12 | 3 | 0.2 | 99 | 102 | 0 | 1 | 3 | 1 | 32 |
| CN(C)Cc1ccccc1Sc1ccccc1Br | 0 | 9 | -2 | 0.4 | 95 | 99 | -1 | -1 | 0 | -1 | 5 |
| COC(=O)c1oc2ccccc2c1N | 4 | 34 | -12 | 0.6 | 97 | 101 | -11 | -13 | -11 | -1 | 10 |
| COc1cc(C(=O)NC(=S)NC(C)C)cc(OC)c1OC | 2 | 11 | -5 | 0.1 | 102 | 101 | -10 | -3 | -8 | -5 | 6 |
| NC(=S)n1[nH]c(-c2ccc([N+](=O)[O-])cc2)c(N=Nc2ccc(O)cc2)c1=O | -14 | 21 | -4 | -1.8 | 97 | 97 | -6 | -12 | -1 | 1 | 23 |
| CC(C)(C)c1ccc(-c2nnc3sc(-c4ccncc4)nn23)cc1 | 10 | 12 | -8 | 1.1 | 112 | 102 | -17 | 0 | -5 | 0 | 9 |
| CCCn1c(SCC(=O)Nc2nc(C)cs2)nnc1-c1cccnc1 | 16 | 28 | -9 | 0.9 | 99 | 104 | -8 | -19 | -3 | -1 | 12 |
| O=C(Nc1ccccc1)Nc1ccc(F)c([N+](=O)[O-])c1 | 34 | 11 | -3 | 1.0 | 103 | 98 | -6 | -10 | -8 | -2 | 14 |
| COCCOC(=O)c1c(C)nc(SCC(=O)Nc2ccc(OC)cc2)c(C#N)c1-c1ccco1 | -2 | 8 | -3 | 0.0 | 102 | 109 | -2 | 0 | -2 | -2 | 15 |

By substructure: the compounds so far containing an NH in an aromatic ring
| SMILES | ABCG2 inh | GSH bead fluor | Bcl-2 Bim block | ABCB1 block | RGS7-Gao | RGS4-Gao reg | Bcl-B Bim block | Bfl-1 Bim block | Bim-Bcl-XL | Bim-Bcl-W | Avidin fluor |
| --- | --- | --- | --- | --- | --- | --- | --- | --- | --- | --- | --- |
| CC(=O)NC(Cc1c[nH]c2ccccc12)C(=O)OCC(=O)Nc1cc(C)on1 (stereo unspecified) | 3 | 15 | 0 | 0.0 | 112 | 72 | 0 | 0 | -2 | 0 | 227* |
| COc1cc(-c2cn[nH]c2N)cc(OC)c1OC | -2 | 34 | -7 | -0.3 | 97 | 98 | -7 | -14 | -8 | 0 | 12 |
| CCn1c(CSCc2c(Cl)cccc2Cl)n[nH]c1=S | -2 | 11 | 0 | -1.4 | u | 56 | -21 | 8 | -3 | 1 | 5 |
| Cc1ccc(C)c(NC(=O)CSc2nc3[nH]ncc3c(=O)[nH]2)c1 | 0 | 6 | 0 | -0.2 | 99 | 99 | -8 | 0 | -7 | -1 | 3 |
| CCc1ccc2[nH]c(=O)c(C(c3nnnn3CCOC)N3CCN(c4ccccc4)CC3)cc2c1 (stereo unspecified) | 1 | 14 | -1 | 0.2 | 95 | 100 | -4 | 2 | 0 | 1 | 27 |
| NC(=S)n1[nH]c(-c2ccc([N+](=O)[O-])cc2)c(N=Nc2ccc(O)cc2)c1=O | -14 | 21 | -4 | -1.8 | 97 | 97 | -6 | -12 | -1 | 1 | 23 |

More compounds.
| SMILES | ABCG2 inh | GSH bead fluor | Bcl-2 Bim block | ABCB1 block | RGS7-Gao | RGS4-Gao reg | Bcl-B Bim block | Bfl-1 Bim block | Bim-Bcl-XL | Bim-Bcl-W | Avidin fluor |
| --- | --- | --- | --- | --- | --- | --- | --- | --- | --- | --- | --- |
| O=C(Nc1ccccc1)c1ccc(S(=O)(=O)N2CCCCC2)cc1 | 3 | 15 | -6 | 0.0 | 102 | 101 | -9 | -9 | -10 | -4 | 27 |
| CN1C[C@@H]2C[C@@H](C3=Cc4cc(Cl)ccc4OC3)N3CCC[C@@]23C1=O | 0 | 10 | 0 | -0.2 | 100 | 100 | -6 | -7 | -2 | -3 | 9 |
| COc1cc(C(=O)OCCn2c(=O)c3c(ncn3CCN(C)C)n(C)c2=O)cc(OC)c1OC | 4 | 13 | -18 | 0.4 | 103 | 102 | -12 | -3 | -14 | -8 | 13 |
| Cc1ccc(S(=O)(=O)c2c(N)n(Cc3ccco3)c3nc4ccccc4nc23)cc1 | -10 | 11 | -9 | -4.4 | 98 | 101 | -6 | -8 | -2 | 4 | 9 |
| CCN(CC)CCCN(Cc1cc2cc3c(cc2[nH]c1=O)OCCO3)C(=O)Nc1ccc(F)cc1 | 0 | 28 | 2 | -0.2 | 97 | 96 | -2 | 0 | 2 | -1 | 8 |
| C/C(=C(\C#N)C(=O)NC1CCCCC1)N(C)C | 0 | 19 | -4 | 0.1 | 102 | 104 | -2 | -1 | 0 | -3 | 8 |
| COc1cccc(OCc2nnc(-c3cccs3)o2)c1 | 4 | 15 | -4 | 0.5 | 113 | 108 | -6 | -9 | -5 | -3 | 26 |
| COc1cccc(C2C3=C(CCCC3=O)Nc3[nH]n(-c4ccccc4)c(=O)c32)c1 (stereo unspecified) | 0 | 21 | 3 | -0.1 | 108 | 105 | 0 | -1 | 0 | 2 | 11 |
